Screening results: PubChem, several laboratories
SSB-PriA inh = inhibitors of Klebsiella pneumoniae PriA binding to SSB C-terminal tail; AlphaScreen SSBct-PriA binding, biotinylated peptide; inhibition, % at 33 µM; 0.6% of 430,000 active; in the data active = inhibition mostly above about 37%, no sharp cut-off; inactive = mostly below about 20%;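 note: plate controls were negative control peptide for no effect and reference peptide for full effect; strong numbers were not always called active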
VHR inh abs = blocks human VHR1 dual specificity phosphatase; 0.52% of 290,000 active; inhibition, % at 13.3 µM; P51452; recombinant VHR phosphatase, pNPP absorbance; in the data active = inhibition above about 50%; note: some compounds called inactive have numbers as strong as hits
Target sequence (P51452 whole entry, looked up): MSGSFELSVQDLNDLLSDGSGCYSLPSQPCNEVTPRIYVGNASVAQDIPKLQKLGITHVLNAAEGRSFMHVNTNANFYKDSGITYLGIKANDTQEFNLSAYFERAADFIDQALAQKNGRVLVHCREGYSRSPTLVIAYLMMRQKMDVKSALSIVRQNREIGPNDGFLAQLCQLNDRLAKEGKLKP
Anthrax LF prot = inhibitors of Bacillus anthracis lethal factor protease. P15917. multiplex microsphere protease cleavage assay, LF. inhibition, % at 10 µM. 0.12% of 360,000 active; note: plate controls were buffer without enzyme for full effect and enzyme alone for no effect
3CLpro inhibitor = SARS-CoV 3CLpro protease inhibition | 0.14% of 290,000 active | recombinant SARS-CoV 3CLpro, quenched FRET peptide cleavage | P0C6X7 | AID 1706 | inhibition, % at 6 µM; in the data active = inhibition above about 12%
BoNT A protease = blocks Botulinum neurotoxin A light chain protease; inhibition, % at 10 µM; 0.17% of 360,000 active; multiplex microsphere protease substrate cleavage, flow cytometry; note: plate controls were buffer without enzyme for full effect and enzyme alone for no effect
MazEF act = increases E. coli MazEF RNase cleavage of RNA; P0AE70; FAM/BHQ RNA-DNA oligo cleavage fluorescence, 5 h; activation, % at 20 µM; 0.32% of 350,000 active; AID 504720; in the data active = activation above about 50%
Target sequence (P0AE70 whole entry, looked up): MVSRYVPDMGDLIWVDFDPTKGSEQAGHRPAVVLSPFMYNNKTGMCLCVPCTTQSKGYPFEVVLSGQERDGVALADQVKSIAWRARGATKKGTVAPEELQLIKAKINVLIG
Rv3671c inh = Rv3671c (M. tuberculosis) protease inhibition; inhibition, % at 5.96 µM; 0.048% of 320,000 active; AID 2606; P9WHR9; in the data active = inhibition above about 38%;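 note: extracellular domain of Rv3671c used as enzyme; 0% = enzyme with DMSO and 100% = no enzyme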
Target sequence (P9WHR9 whole entry, looked up, the tested form may be a part): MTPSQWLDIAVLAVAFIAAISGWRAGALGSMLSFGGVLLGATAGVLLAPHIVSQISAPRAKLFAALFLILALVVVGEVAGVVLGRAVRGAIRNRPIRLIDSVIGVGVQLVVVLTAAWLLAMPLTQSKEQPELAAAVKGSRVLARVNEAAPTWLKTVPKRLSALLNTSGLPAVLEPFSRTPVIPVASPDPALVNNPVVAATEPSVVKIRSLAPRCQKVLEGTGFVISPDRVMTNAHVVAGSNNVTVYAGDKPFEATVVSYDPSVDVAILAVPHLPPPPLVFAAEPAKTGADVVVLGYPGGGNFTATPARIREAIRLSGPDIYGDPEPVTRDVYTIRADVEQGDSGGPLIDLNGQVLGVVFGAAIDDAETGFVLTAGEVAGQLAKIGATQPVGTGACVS
CCHF vOTU inh = CCHFV vOTU protease inhibition; AID 651958; Pep-AMC fluorescence; 0.55% of 370,000 active; inhibition, % at 11.5 µM; in the data active = inhibition above about 30%; note: 0% = vehicle wells with enzyme and 100% = no enzyme wells
PrPC TRFRET = reduces human prion protein on the cell surface; P04156; inhibition, % at 13.8 µM; 0.43% of 370,000 active; cell surface PrPC, TR-FRET read-out; in the data active = inhibition above about 24%; note: 0% = median of the test wells and 100% = reference compound wells
BoNT-F LC inh = blocks Botulinum neurotoxin F light chain protease; Multiplex microsphere protease cleavage assay, flow cytometry; inhibition, % at 10 µM; 0.22% of 360,000 active; AID 588497; in the data active = inhibition above about 35%, passing the limit was not always enough; inconclusive = no clear call, values can overlap the other calls; note: plate controls were buffer without enzyme for full effect and enzyme alone for no effect
Numbers without * were called inactive; ? = inconclusive; / = not tested or not shown; & = joins results of further samples. Cut-off read from the data, not from the text of the source, unless noted: active = inhibition above about 30%; inconclusive = no clear call, values can overlap the other calls; inactive = below that. Not all compounds are listed. The share of hits here may be higher or lower than overall.

Every second line gives: SSB-PriA inh	VHR inh abs	Anthrax LF prot	3CLpro inhibitor	BoNT A protease	MazEF act	Rv3671c inh	CCHF vOTU inh	PrPC TRFRET	BoNT-F LC inh
- O=C(Nc1ccc(F)cc1)N(CCCN1CCOCC1)Cc1cc2cc3c(cc2[nH]c1=O)OCO3
→ -2	22	3	-7	1.1	6	-1	-1	-6	4
- CCOC(=O)COc1coc(CN2CCN(c3cccc(Cl)c3)CC2)cc1=O
→ -15	24	1	1	-0.9	-27	-5	13	-3	-8
- COC(=O)c1cc(NS(=O)(=O)c2ccc(NCc3cccnc3)c([N+](=O)[O-])c2)cc(C(=O)OC)c1
→ 0	0	-1	-2	2.2	1	6	3	4	28
- CCCCNCc1cc2ccccc2o1
→ -6	25	-3	1	-0.3	4	6	4	0	-2
- O=S(=O)(c1ccc(F)c(F)c1)N1CCN(c2ncccn2)CC1
→ 2	6	/	-2	/	0	-3	6	9	/
- CC1=CC2(C)NC(=O)C(C)C12 (centres undefined)
→ /	/	-6	/	0.3	-3	/	-11	3	-5
- COc1ccccc1CNC(=O)c1ccc(OCC2CCCO2)cc1 (centres undefined)
→ -9	8	-3	2	0.3	4	3	-15	3	-2
- Cc1cc(C)c(C)c(S(=O)(=O)N2CCC(C(=O)NCCCN3CCOCC3)CC2)c1C
→ 7	/	8	/	0.1	-2	0	0	-9	-8
- Cc1ccc(SCCNC(=O)C(C)C)cc1
→ -6	7	-4	4	0.0	2	8	-4	0	8
- COc1ccc(C(=O)C2CCCN(Cc3cccc(C)n3)C2)c(OC)c1 (centres undefined)
→ -3	26	1	1	-0.1	-3	5	-1	-4	-2
- Cc1ccc2nccc(C(=O)N3CCCC(Nc4ccc(C)c(C)c4)C3)c2c1 (centres undefined)
→ 17	18	-3	0	-1.5	1	0	0	1	-5
- COc1ccc(S(=O)(=O)NC(=O)C2(C)CCN2C(=O)COc2ccc(Cl)cc2)cc1 (centres undefined)
→ /	/	-2	/	0.0	/	/	-10	-1	-2
- NNc1cc([N+](=O)[O-])cc2c1C(=O)N(Cc1ccccc1)S2=O (centres undefined)
→ 14	8	-3	-4	-0.5	-2	-3	10	-22	-1
- COc1ccc2nc(N3C(=O)/C(=C/c4ccc(Cl)cc4)NC3=S)sc2c1
→ 3	6	-3	-4	-1.4	3	/	-4	7	-21
- CCCCN(C(=O)C1CC(=O)N(CCc2ccc(OC)c(OC)c2)C1)c1c(N)n(CCCC)c(=O)[nH]c1=O (centres undefined)
→ -10	/	-7	/	1.0	1	1	2	-5	14
- COc1ccc(/C=N/NC(=O)c2ccc(Cl)cc2)cc1COC(C)=O
→ /	5	2	-4	-0.5	5	-7	24	5	3
- CC(C)C(NC(=O)c1ccccc1)C(=O)OCn1nnc2ccccc2c1=O (centres undefined)
→ -2	/	0	/	-0.6	-6	-4	5	3	-6
- CCOC(=O)C(C)On1c(-n2nc(C)cc2C)nc2ccccc2c1=O (centres undefined)
→ -1	-2	16	5	-1.2	5	4	13	-3	-28
- O=C(CN1C(=O)/C(=C2\SC(=S)N(C3CCS(=O)(=O)C3)C2=O)c2ccccc21)Nc1ccc(F)cc1 (centres undefined)
→ -5	20	-6	0	-2.9	18	7	20	7	?
- COc1cc(C2/C(=C(\O)c3cc(C)ccc3C)C(=O)C(=O)N2CCN(C)C)ccc1O (centres undefined)
→ /	-26	2	2	-4.0	3	7	9	-4	-78
- COC(=O)c1ccc(CSc2nc3sc4c(c3c(=O)n2C)CCCC4)o1
→ -9	33	-2	4	0.7	-13	-6	5	-7	-3
- CCOC(=O)Cc1csc(NC(=O)CSc2ccc(Br)cc2)n1
→ -22	0	-4	-3	-0.6	-6	12	-6	13	-10
- Cc1c(C(=O)NN2CCOCC2)oc2c1ccc1ccccc12
→ -7	37	-4	3	-0.3	3	10	6	-1	-3
- CC(=O)Nc1cccc(NC(=O)CSc2nnc(NC(=O)c3ccco3)s2)c1
→ -6	-23	0	2	-0.2	-2	-6	28	-4	-6
- O=C(CNc1ccccc1)N/N=C/c1cn(-c2ccccc2)nc1-c1ccccc1
→ /	8	-1	0	-0.4	4	-3	5	-3	0
- CCNC(=S)NC1CC2CCCC(C1)N2Cc1ccc(C)cc1 (centres undefined)
→ -12	-23	-6	-2	-3.3	-24	-5	6	10	-16
- O=C(Nc1cccnc1Cl)C1CCCN(c2ncnc3c2nc2n3CCCCC2)C1 (centres undefined)
→ -9	11	-1	0	2.1	0	4	5	3	6
- NS(=O)(=O)c1ccc(CNC(=O)CCS(=O)(=O)Cc2ccccc2)cc1
→ -8	11	3	-1	0.5	-3	1	12	-3	-10
- COc1ccc(Cc2nnc(NC(=O)Nc3ccc(F)cc3)s2)cc1
→ -4	14	2	2	-3.2	4	-14	1	3	7
- O=C(N/N=C\c1ccc(COc2ccc([N+](=O)[O-])cc2)o1)c1cccc(Cl)c1
→ /	11	-5	8	-1.5	10	-15	12	2	-22
- Cc1ccc(C#N)c(SCc2ccccc2F)n1
→ -6	9	?	5	6.4	2	10	-11	-6	26
- COc1ccc(/C=N/NC(=O)c2cccc([N+](=O)[O-])c2)cc1OS(=O)(=O)c1ccc(C)cc1
→ /	9	-8	3	0.9	17	-18	9	6	4
- COc1cccc(Nc2cc(C)nc3nc(C)nn23)c1
→ -18	17	-13	3	-1.2	3	6	-5	1	-12
- Clc1ccc(C2=Nn3c(nnc3-c3cc(-c4ccccc4)n[nH]3)SC2)cc1
→ 10	10	-5	-3	0.0	2	-12	-3	-8	10
- Cc1ccc2c(c1)c1c(n2CC(O)CN2CCCCC2C)CCCC1 (centres undefined)
→ 20	16	-5	-4	0.2	16	-14	6	10	-2
- CCCCSc1nc2c(cnn2-c2ccccc2)c(=O)n1N
→ -12	10	0	-1	-0.1	-4	3	-2	8	-3
- CCOc1ccc(-c2cc(CCCC(=O)NCc3cccnc3)no2)cc1
→ -8	8	-4	-1	-0.2	-1	-3	-1	5	-9
- Cc1ccc(S(=O)(=O)Oc2ccc3c(c2)O/C(=C\c2cccnc2)C3=O)cc1
→ -2	29	-3	5	-0.9	6	-6	/	/	-7
- O=C(Nc1ccc(F)cc1)c1ccc(-n2cncn2)c([N+](=O)[O-])c1
→ -4	5	-8	0	-0.9	1	2	6	-24	-11
- O=C(O)CN=C1CC(c2ccccc2)CC(=O)/C1=C(/O)CCCN1C(=O)c2ccccc2C1=O (centres undefined)
→ /	12	-2	-1	0.5	2	-8	10	-10	-2
- CC(C)CCNC(=O)Cc1csc(-c2ccccc2)n1
→ 5	12	8	4	9.0	-13	-1	10	-3	2
- CC(C)n1c(SCC(=O)Nc2ccc(N3CCOCC3)cc2)nnc1-c1ccco1
→ 8	8	0	4	-0.1	-29	-2	8	-2	12
- Cc1ccc(CCNC(=O)C2CCCN(S(=O)(=O)c3cccs3)C2)cc1 (centres undefined)
→ 0	23	2	4	1.8	-5	2	-11	9	1
- O=C(NCc1ccco1)c1cc2sccc2n1Cc1ccccc1
→ 11	18	-5	-2	-1.3	0	-9	1	-1	-8
- CCOC(=O)c1nnc(-c2ccccc2)nc1N1CCSCC1
→ 3	-3	-1	2	-0.2	2	7	9	4	0
- CCC(C)Sc1cccc(-c2nc3cc(C)ccn3c2NCc2ccccc2)c1 (centres undefined)
→ 25	/	-3&3	/	-0.6&-0.9	-10	5	-1&-1	16&7	-10&-9
- CN(C)/C(=N\S(=O)(=O)c1ccccc1)c1ccc(F)cc1
→ /	21	15	5	-2.3	3	-3	-12	7	-13
- CCOc1cc(/C=C2/NC(=O)N(CC(=O)Nc3cccc(C)c3)C2=O)ccc1O
→ -11	31	1	0	-0.1	-19	-1	10	-19	-12
- CCCCn1c(N)c(N(CC(C)C)C(=O)C2CCN(c3ncnc4sc(C)c(C)c34)CC2)c(=O)[nH]c1=O
→ -3	/	-1	/	-1.6	0	-5	3	2	0
- OCCN(CC#CC(O)(c1ccccc1)c1cccc(F)c1)CCO (centres undefined)
→ -4	33	1	6	-0.5	3	0	3	-5	-12
- COc1ccc(N2C(=O)NC(=O)/C(=C/c3cccc(OC(=O)c4cccs4)c3)C2=O)cc1Cl
→ -6	2	/	2	/	-2	-9	9	3	/
- C=CCNC(=O)C1CC1(c1ccccc1)c1ccccc1 (centres undefined)
→ -6	5	-2	0	1.6	-5	-9	-15	11	2
- C=CCNC(=O)COC(=O)c1ccc(C)c(NC(=O)c2ccco2)c1
→ -10	13	0	3	0.1	5	-9	6	7	4
- COc1ccc(C(=O)N/N=C(\C)c2ccccn2)cc1OC
→ /	27	0	1	1.1	10	1	6	3	-10
- Cc1ccc(CN2CCN(Cc3nc4c(s3)CCCC4)CC2CCO)cc1 (centres undefined)
→ -4	34	2	-6	-0.6	2	9	-5	1	-5
- C/C(=N\NC(=O)C1CC1)c1ccc(OC(F)F)cc1OC(F)F
→ /	-4	0	3	-1.9	8	3	-19	6	3
- Cc1ccc(NC(=O)c2ccc(S(=O)(=O)NCC3CCCO3)cc2)cc1 (centres undefined)
→ -21	-6	-1	2	1.6	6	7	-5	6	-13
- O=C(NCc1ccccc1)c1ccc(OCC2CCCO2)cc1 (centres undefined)
→ 3	0	1	-1	-0.4	5	6	-5	4	3
- CCN(CC(=O)NCCC1=CCCCC1)S(=O)(=O)c1ccccc1
→ -4	-4	-7	2	-1.6	5	2	11	5	-7
- COc1cccc(CN(C)C(=O)CC2C(=O)NCCN2C2Cc3ccccc3C2)c1 (centres undefined)
→ 4	6	-2	-5	1.9	3	4	7	-4	-1

Brought forward from above: three compounds, followed by the next part.
Every second line gives: SSB-PriA inh	VHR inh abs	Anthrax LF prot	3CLpro inhibitor	BoNT A protease	MazEF act	Rv3671c inh	CCHF vOTU inh	PrPC TRFRET	BoNT-F LC inh
- O=C(NCc1ccccc1)c1ccc(OCC2CCCO2)cc1 (centres undefined)
→ 3	0	1	-1	-0.4	5	6	-5	4	3
- CCN(CC(=O)NCCC1=CCCCC1)S(=O)(=O)c1ccccc1
→ -4	-4	-7	2	-1.6	5	2	11	5	-7
- COc1cccc(CN(C)C(=O)CC2C(=O)NCCN2C2Cc3ccccc3C2)c1 (centres undefined)
→ 4	6	-2	-5	1.9	3	4	7	-4	-1
- C[C@H](CO)N1C[C@H](C)[C@@H](CN(C)Cc2ccc3c(c2)OCO3)Oc2c(NC(=O)C3CC3)cccc2C1=O
→ -10	/	0	/	-0.4	-3	-3	/	/	-6
- COc1cc(CNCCc2ccccc2)ccc1OCc1ccc(Cl)nc1
→ -10	15	-5	0	-1.5	6	14	-12	-12	-12
- Cc1ccc(-c2nc(C=Nc3ccc(O)cc3)c(O)o2)cc1
→ 0	7	6	3	-1.6	25	/	10	6	3
- O=C(NCCCN1CCN(CCCNC(=O)c2ccc(F)cc2)CC1)c1ccc(F)cc1
→ 2	24	4	-1	0.2	3	0	-1	5	3
- O=C(CN1CCc2ccccc2C1)Nc1ccccc1C(=O)NC1CC1
→ -3	/	5	/	0.4	1	2	13	-9	4
- O=C(O)c1ccc(N=Nc2c(-c3ccccc3)[nH]oc2=O)cc1
→ -1	34	-5	1	-3.0	6	1	-1	4	-16
- CN1C2CCC1CC(OC(=O)c1cccc(O)c1)C2 (centres undefined)
→ -4	/	-2	/	0.3	-1	/	13	12	0
- COc1ccc(-c2nnc3ccc(SCC(=O)NCc4ccco4)nn23)cc1OC
→ -12	-15	0	-2	-0.3	-7	8	-15	-7	-1
- Cc1cc2c3nonc3ccc2n1C
→ -18	2	2	-1	-0.2	-5	4	2	0	-2
- COc1nc(OCCNC(C)=O)nc(N(C)C)n1
→ 2	24	0	0	0.0	-2	0	-1	6	3
- O=S(=O)(CC=CCS(=O)(=O)c1ccccc1)c1ccccc1
→ -2	/	6	/	0.2	2	/	5	-5	9
- O=C(NNc1cc(N2CCCC2)nc(N2CCCC2)n1)c1ccc([N+](=O)[O-])cc1
→ -7	26	-4	3	0.3	11	2	3	-15	-16
